Assay outcomes (PubChem)
FLuc inh counter – counter-screen for luciferase assay inhibitors: firefly luciferase inhibition | P08659 | ATPLite firefly luciferase biochemical luminescence, 10 min | inhibition, % at 10 µM | 200,000 tested, 1.5% active | AID 1006;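 active = inhibition above about 50% when tested at 10 µM, limit read from the data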
Target sequence (P08659 whole entry, looked up): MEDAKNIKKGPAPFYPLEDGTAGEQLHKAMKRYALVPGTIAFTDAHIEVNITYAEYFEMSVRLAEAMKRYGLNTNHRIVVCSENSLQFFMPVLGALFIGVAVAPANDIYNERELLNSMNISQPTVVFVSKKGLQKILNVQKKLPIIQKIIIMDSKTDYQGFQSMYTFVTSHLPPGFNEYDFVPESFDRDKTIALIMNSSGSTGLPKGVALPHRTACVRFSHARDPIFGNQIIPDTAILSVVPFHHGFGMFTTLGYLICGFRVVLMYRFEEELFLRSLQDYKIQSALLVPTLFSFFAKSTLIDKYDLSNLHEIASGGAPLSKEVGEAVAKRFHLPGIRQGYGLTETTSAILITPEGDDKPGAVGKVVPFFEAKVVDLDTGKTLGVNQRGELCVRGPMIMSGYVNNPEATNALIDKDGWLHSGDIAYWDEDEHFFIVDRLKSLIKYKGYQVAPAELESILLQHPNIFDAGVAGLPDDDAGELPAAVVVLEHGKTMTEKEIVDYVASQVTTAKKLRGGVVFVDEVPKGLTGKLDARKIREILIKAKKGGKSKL
APP 5'UTR act – APP 5'UTR luciferase reporter activation. SH-SY5Y APP 5'UTR luciferase reporter, luminescence; zero percent = DMSO vehicle wells. activation, % at 2 µM. 190,000 tested, 1% active;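 active = activation above a set limit, based on mean plus 3 SD of controls, cut at about 140% in these data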; also: values of inactives mirror those of a sister screen read the other way
Hsp70 act – transcriptional activators of Hsp70; HeLa Hsp70 promoter luciferase reporter, luminescence; scaled: vehicle 0, proteasome-inhibitor control 100%; activation, % at 10 µM; 200,000 tested, 0.04% active; AID 1203;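 active = activation above the mean across all tested compounds plus 3 SD, cutoff set per campaign, cut at about 5.5% in these data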;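 also: 100% = MG132 at 30 µM as the positive control and 0% = DMSO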
STAT3 activator – activators of IL-6 induced STAT3 signaling | activation (% of control), % at 5.6 µM | 190,000 tested, 0.91% active | U3A cells, IL-6 STAT3-luciferase reporter, luminescence; 100% = signal with IL-6 EC80 alone | AID 871;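 active = activation above the screen-wide mean of compound activation plus 3 SD, cut at about 130% in these data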;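 also: 0% = background luminescence of wells with medium and substrate only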
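System – human U3A cells carrying STAT3-luciferase construct · Probe or stimulus – Interleukin-6, 33 ng/mL · Schedule – compound 1 h, then IL-6 6 h at 37 °C · Signal – luminescence from STAT3-driven luciferase reporter · Evaluation – percent of IL-6-only median luminescence · Benchmarks – IL-6-only high control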
STAT1 blocker – inhibitors of IFN-gamma induced STAT1 signaling; NIH 3T3 STAT1-luciferase reporter, luminescence; inhibition, % at 5.5 µM; 200,000 tested, 0.35% active;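 active = inhibition above a set limit, the mean inhibition across all tested compounds plus 3 SD, cut at about 34% in these data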;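 also: 0% = IFN-gamma with DMSO and 100% = IFN-gamma with 300 µM nifuroxazide; values of inactives mirror those of a sister screen read the other way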
NF-kB neuron act – compounds increasing NF-kB expression in human neuronal cells. fold change at 12.5 µM. NF-kB reporter expression; hits give high values. 190,000 tested, 1.6% active; in the data active = fold change above about 3.3
STAT1 act – increases IFN-gamma driven STAT1 reporter signal; NIH 3T3 STAT1-luciferase reporter, luminescence; 100% = IFN-gamma alone, no compound; 200,000 tested, 2.6% active; activation (% of control), % at 5.5 µM; AID 932;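 active = activation above the screen-wide mean activation plus 3 SD, cut at about 130% in these data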;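 also: raw ratio to IFN-gamma control signal so 100% means no change and 0% no light; values of inactives mirror those of a sister screen read the other way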
STAT3 inh – reduces IL-6 driven STAT3 reporter signal. U3A cells, IL-6 STAT3-luciferase reporter, luminescence; host cell line lacks STAT1. inhibition, % at 5.5 µM. AID 862. 190,000 tested, 0.89% active;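 active = inhibition above the mean inhibition across all screened compounds plus 3 SD, cut at about 44% in these data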;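 also: 0% = DMSO only wells and 100% = 100 µM nifuroxazide control wells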
RAM network inh – yeast RAM network inhibition; 190,000 tested, 1.8% active; inhibition, % at 50 µM; S. cerevisiae dse1pr::URA3 reporter, 5-FOA growth OD615, 2 d; analog-sensitive cbk1-as2 kinase mutant strain;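 active = inhibition above a set limit, 3 SD over mean compound inhibition, cut at about 8.4% in these data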;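 also: 0% = DMSO-only wells with no growth and 100% = 10 µM 1-NA-PP1 full growth; inhibition rescues growth on 5-FOA so higher OD means more RAM inhibition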
APP transl inh – APP translation inhibition. SH-SY5Y APP 5'UTR-luciferase reporter, luminescence. inhibition, % at 2 µM. 190,000 tested, 0.82% active. AID 1285;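 active = inhibition above a set limit, derived from the sample mean plus 3 SD, cut at about 45% in these data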; also: values of inactives mirror those of a sister screen read the other way
An asterisk follows results filed as active; · = no result given.

compound	STAT1 act	FLuc inh counter	APP transl inh	Hsp70 act	NF-kB neuron act	STAT3 activator	STAT1 blocker	STAT3 inh	APP 5'UTR act	RAM network inh
CCOC(=O)N/N=C(/c1ccccc1)C1CCCCC1	100	-4	-12	-0.3	1.3	96	0	5	12	-0.1
O=C(O)C1C2C=CC(C2)C1C(=O)Nc1cccc(F)c1 (configuration not stated)	103	-2	0	-0.2	0.92	103	-3	1	0	1.6
COc1ccccc1NC(=O)Nc1c(C)nn(C)c1C	90	-7	-1	-0.1	1	102	11	-2	1	1.0
COc1cc(NS(=O)(=O)c2ccc(NC(=S)NC(=O)c3sc4ccccc4c3Cl)cc2)ncn1	94	-3	-20	-0.4	0.9	104	6	-10	20	2.6
N#Cc1c(NCCN)nc(NCc2ccccc2)c2c1CCN(Cc1ccccc1)C2	91	2	-6	0.0	·	103	10	-1	6	·
Nc1cc(=O)[nH]c(SCc2nc3ccccc3n2Cc2ccccc2)n1	100	-8	46*	-0.1	1	98	-2	9	-33	0.2
Cc1ccc(C(=O)N2CCOCC2)c(F)c1F	97	2	28	-0.1	1.4	104	1	3	-28	0.0
O=c1[nH]c2cccnc2n(CCNc2ncc(C(F)(F)F)cc2Cl)c1=O	111	23	-29	-0.1	1.1	103	-11	-1	29	1.0
Cc1noc(C)c1C(c1ccccc1)c1ccccc1	103	-6	-7	-0.1	0.95	107	-4	-8	7	-0.8
O=[N+]([O-])c1ccc(N2CCOCC2)c(S(=O)(=O)N2CCOCC2)c1	97	-6	-21	-0.3	1.7	103	1	6	21	-0.1
CC(=O)c1ccc(N=c2scc(C)n2C(C)C)cc1	103	-6	-1	-0.3	1.1	93	-5	12	1	3.7
CC1=CC(=C2N=C(c3ccccc3)OC2=O)C=C(C)O1	117	5	-1	-0.3	1.4	121	-19	-20	1	4.9
Nc1ncccc1OCc1cccc(C(F)(F)F)c1	101	1	-30	-0.3	1.1	88	-3	23	29	3.9
CCCn1nnc(NC(=O)Cc2ccccc2)n1	96	-5	15	-0.1	1.1	94	4	11	-15	0.7
COc1cc(=O)[nH]c(=O)n1CC(=O)c1ccccc1	100	-8	-38	-0.4	1.1	95	0	8	38	1.3
CCOC(=O)C(CC)Sc1ncnc2nc[nH]c12 (configuration not stated)	95	-10	-3	-0.4	0.91	99	6	1	3	0.5
Cc1ccccc1NC(=O)C(=O)NCCCN1CCOCC1	108	-6	-22	-0.1	1.9	105	-10	-4	22	4.0
O=C1c2ccccc2C(=O)N1c1cccnc1	108	-4	0	-0.1	1.2	95	-9	4	0	2.2
CC(Sc1nnc(N)s1)c1ccccc1Cl (configuration not stated)	92	-6	18	-0.3	1.1	90	8	20	-18	1.5
CN(c1ccccc1C(=O)Nc1cccc(Cl)c1Cl)S(C)(=O)=O	101	-6	7	-0.5	1.1	99	-1	7	-7	1.2

Printed as active in APP transl inh, of those listed so far:
| Molecule | STAT1 act | APP transl inh | Hsp70 act | NF-kB neuron act | STAT3 activator | STAT1 blocker | APP 5'UTR act | RAM network inh |
| --- | --- | --- | --- | --- | --- | --- | --- | --- |
| Nc1cc(=O)[nH]c(SCc2nc3ccccc3n2Cc2ccccc2)n1 | 100 | 46* | -0.1 | 1 | 98 | -2 | -33 | 0.2 |

The list continues:
compound	STAT1 act	FLuc inh counter	APP transl inh	Hsp70 act	NF-kB neuron act	STAT3 activator	STAT1 blocker	STAT3 inh	APP 5'UTR act	RAM network inh
NS(=O)(=O)c1ccc(NC(=O)c2ccc(COc3ccccc3)o2)cc1	82	0	-15	-0.1	1.1	85	20	22	15	2.7
Cc1noc(C)c1S(=O)(=O)Nc1ccc(C(=O)N2CCc3ccccc3C2)cc1	104	-9	-6	-0.2	1.1	100	-4	5	6	1.6
CN(C)CCNC(=O)C(=O)C1C(=O)Nc2ccccc21 (configuration not stated)	93	-6	-13	-0.2	1.2	118	6	-15	13	2.2
NS(=O)(=O)c1ccc(CCNC(=O)/C=C/c2cccc([N+](=O)[O-])c2)cc1	92	-6	-10	-0.2	1.2	101	8	4	10	3.5
COc1ccc(OC)c(C2C3CN(C(C)C)CC=C3C(C#N)=C(N)C2(C#N)C#N)c1 (configuration not stated)	110	-3	2	-0.1	1.2	110	-11	-7	-2	2.0
CCC1SC(CC)C(=O)N(CC(=O)NCc2ccc(F)cc2)C1=O (configuration not stated)	105	-4	4	-0.3	0.97	101	-8	5	-4	2.9
CCOC(=O)c1sc2ccccc2c1OC(=O)c1ccccc1OC	100	-5	-6	-0.3	0.89	103	0	-9	6	10*
Cc1ccccc1-c1nn(-c2ccc(F)cc2F)cc1CNCCCN(C)C	101	-7	-3	-0.1	0.96	105	-2	7	3	0.4
Cc1ccc(C(=O)N2CCC(C(=O)NCc3cccnc3)CC2)cc1	100	-1	8	-0.3	1.1	106	0	-6	-8	1.0
Cc1ccc(C(=O)CCC(=O)Nc2cccc(C(F)(F)F)c2)cc1C	93	·	3	-0.2	·	109	7	0	-3	·
CCC(=O)N1CCN(c2ccc(NC(=O)c3c(F)c(F)c(OC)c(F)c3F)cc2)CC1	110	-7	15	-0.4	0.86	85	-5	19	-15	5.9
N/C(=N\OC(=O)Cc1ccccc1[N+](=O)[O-])c1ccccn1	120	1	-33	0.1	1.1	100	-24	7	33	-1.3
CN1CCN(c2ccc([N+](=O)[O-])cc2/C=N/NC(=O)c2ccc(F)cc2)CC1	95	-2	-12	-0.4	1.1	100	6	6	12	1.2
CCCCc1ccc(NC(=S)Nc2ccc(Cl)c(S(=O)(=O)N(C)C)c2)cc1	108	0	-9	-0.1	1.1	100	-9	-3	9	16*
CCOc1ccc(NC(=S)NC(=O)c2c(Cl)cnn2CC)c([N+](=O)[O-])c1	100	-6	2	-0.5	1.1	103	-1	0	-2	4.8
CC#CCCC(=O)N1C=Cc2ccccc2C1C#N (configuration not stated)	105	-5	7	-0.2	0.95	103	-5	0	-7	-0.4
CC(C)Cc1csc(NC(=O)c2ccc(F)cc2)c1C(=O)O	99	14	-2	-0.2	1.3	101	1	-6	2	1.4
O=C(COc1cccc2cccnc12)Nc1ccccc1N1CCOCC1	82	0	-16	-0.3	0.87	103	18	5	15	-0.4
O=C(NC(NNc1ccc([N+](=O)[O-])cc1)(C(F)(F)F)C(F)(F)F)c1ccccc1Cl	91	3	11	-0.3	1	98	10	8	-11	-1.9
Nc1ccc(-c2cc(N)n(-c3ccccc3)n2)cc1	110	4	7	-0.2	0.58	117	-11	-15	-7	1.4
COc1ccccc1NC(=O)N1CCN(S(C)(=O)=O)CC1	97	-8	-32	-0.3	1.4	103	2	3	32	-1.1
COc1ccc(-n2c(-c3cccc(C)c3[N+](=O)[O-])n[nH]c2=S)cc1	93	-6	-6	0.0	1.2	97	8	9	6	1.4
NNC(=O)COc1ncn(-c2ccccc2)n1	96	-1	·	-0.3	1.3	99	-1	1	·	1.3
CC1(C)SC(=S)N(NC(=O)Nc2cccc3ccccc23)C1N(O)C(=O)Nc1ccccc1 (configuration not stated)	94	-7	0	-0.5	0.95	104	6	-5	1	4.6
Cc1ccccc1OCC(=O)N/N=C/c1ccccn1	106	1	-10	0.3	0.95	93	-7	10	9	0.4
CCc1cc2c(CN3CCN(C)CC3)cc(=O)oc2cc1O	103	-4	-14	-0.2	1	107	-3	-8	14	0.3
COc1ccc2cc(C(c3nnnn3CC3CCCO3)N3CCOCC3)c(=O)[nH]c2c1 (configuration not stated)	95	-7	-11	0.1	1	102	7	2	11	0.0
CCCCc1ccc(N=N/C(C(=O)Nc2ccccc2OC)=C(/C)O)cc1	100	-1	14	-0.2	1	104	0	-4	-14	20*
CC12CCC(C(=O)N(Cc3ccccc3)Cc3ccccc3)(OC1=O)C2(C)C (configuration not stated)	105	-7	5	-0.1	0.91	101	-5	2	-5	6.3
COc1cccc(C(C(=O)NC2CCCC2)N(Cc2ccccc2OC)C(=O)c2ccco2)c1 (configuration not stated)	97	-4	18	-0.2	0.95	99	5	4	-18	7.0
COc1ccc(-c2noc(CN(C)S(=O)(=O)c3ccc(C)cc3)n2)cc1	92	-6	-16	0.1	0.86	101	9	2	16	9.1*
Cn1c(=O)[nH]c(=O)c2c1nc(N1CCCC1)n2CCSc1nc2ccccc2[nH]1	89	-9	-3	-0.2	0.93	98	12	3	3	2.1
COc1ccc(NC(C)=O)cc1NC(C)c1nc2sc(C)c(C)c2c(=O)[nH]1 (configuration not stated)	113	4	4	-0.1	0.98	104	-16	3	-5	-1.0
Nc1nonc1-c1noc(-c2ccccc2Br)n1	108	14	-52	-0.2	2	89	-8	17	52	4.2
O=C1NCCCC2c3c(cc(Br)c(O)c3Br)OC12N1CCCCC1 (configuration not stated)	91	1	-5	0.3	1.2	107	10	-4	5	3.1
N/C(CSc1nc(-c2ccccc2)c(-c2ccccc2)o1)=N\O	93	-5	-6	0.1	0.93	88	7	17	6	1.6
CC(C)CN1C(=O)/C(=C(/C#N)C(=O)NC2CCCCC2)c2ccccc21	91	-5	-6	-0.2	1	95	10	13	6	5.9
CC(C(=O)NCCS(=O)(=O)c1ccc(Cl)cc1)S(=O)(=O)c1ccccc1 (configuration not stated)	99	-4	-7	-0.1	1.3	95	0	10	7	2.5
O=C(NC1=NCCS1)c1cc(-c2cccnc2)nc2ccccc12	100	8	2	0.3	1.1	103	-1	4	-2	-0.1
Cc1ccccc1-c1nc(CS(=O)(=O)CC(=O)NCCCN2C(C)CCCC2C)c(C)o1 (configuration not stated)	103	-6	18	-0.4	0.88	104	-2	-4	-18	0.2
CCNC(=S)N(CCc1ccccc1C)Cc1cc2cc(OC)c(OC)cc2[nH]c1=O	95	-8	5	-0.3	0.79	99	6	-1	-5	3.0
COc1ccc(NC(=O)Cn2cnc3sc(C)c(S(=O)(=O)N4CCN(C)CC4)c3c2=O)cc1OC	100	-4	10	-0.4	0.93	97	-2	5	-10	4.0
COC(=O)C1=C(C)N(CCCC(=O)O)C(=O)NC1c1cc2c(cc1[N+](=O)[O-])OCO2 (configuration not stated)	103	-6	-5	-0.1	1	101	-3	-4	5	1.4
O=C(CSc1nc2ccccc2s1)N1CCN(C(=O)c2ccco2)CC1	102	0	-22	-0.3	0.88	124	-2	-23	22	1.8
NC(N)=NNC(=O)c1ccccc1Cl	110	-4	-9	-0.3	1	94	-11	8	9	0.8
CC1CCCCN1C(=O)CSc1nc2ccccc2n1CC(=O)N1CCc2ccccc21 (configuration not stated)	94	-2	-13	0.4	1.1	94	8	13	13	2.4
Cn1nc(-c2ccc(N3CCCCC3)c(NC(=O)c3ccco3)c2)c2ccccc2c1=O	103	-4	11	-0.2	1	100	-3	5	-11	1.1
O=C(NCC1CCN(Cc2ccccc2Cl)CC1)Nc1cccc(Cl)c1	104	-10	-17	-0.3	1.1	102	-5	0	17	-0.2
COc1ccc(CCNC(=O)Cn2cnc3c(nnn3Cc3ccc(C)cc3)c2=O)cc1OC	95	-4	-4	-0.2	1.3	97	6	8	4	3.5
Cc1ccc(-c2nn(-c3ccccc3)cc2/C=N/NS(=O)(=O)c2ccccc2)cc1	118	-7	-37	-0.2	2.2	93	-20	14	37	3.7
